# APE1 inh: blocks human APE1 abasic DNA cleavage. recombinant APE1, TAMRA/BHQ-2 abasic DNA cleavage fluorescence. Potency, µM (series often up to 65.8 µM), for inactives: at the highest dose activity change, negative = inhibition, most hits filed as inhibitors. 350,000 tested, 0.35% active. AID 2517;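 further: potency means the concentration at half of the fitted maximal effect; plate controls were vehicle for no effect and reference inhibitor for full effect; nearly all actives have a fitted effect of over 55% in size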
#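 Readout is kinetic fluorescence (ex 525, em 598 nm) from cleavage of 50 nM TAMRA/BHQ-2 THF abasic duplex by 0.75 nM APE1, compound added 15 min beforehand at RT.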
# Pol eta inh: inhibitors of human DNA polymerase eta; recombinant Pol eta, fluorescent DNA replication assay; Potency, µM (series often up to 114 µM), for the others: at the highest dose activity change, negative = inhibition, actives largely listed as inhibitors; 390,000 tested, 1.2% active; AID 588591; further: potency means the concentration at half of the fitted maximal effect; on the % scale 0 is the no-effect control and ±100 the full control effect
#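 Pol eta at 10 nM preincubated with compounds 15 min at room temperature; reaction started with fluorescent substrate (50 nM final) and read kinetically at 0 and 10 min.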
# LDHA inh: LDHA (human) enzyme inhibition; P00338; purified LDHA, NADH/diaphorase-resazurin fluorescence; hits give low values; activity change, % (values are at about 110 or 230 µM); AID 1347041; 480,000 tested, 0.15% active; in the data active means activity change below about -30%; inconclusive means mostly about -25% to -30%;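 further: plate controls were DMSO wells for no effect and wells without enzyme for full effect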
#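 LDH5 2 nM; NADH 0.06 mM, pyruvate 0.2 mM; 200 mM Tris pH 7.4, EDTA, Tween-20; 5 min RT. Detection: diaphorase 0.133 mg/mL + resazurin 37 µM, fluorescence ex540/em590 at 0 and 20 min; normalized to enzyme-free and DMSO wells.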
# Apoferritin bind: binds horse apoferritin like a general anesthetic; P02791; apoferritin/1-aminoanthracene competitive binding, fluorescence; Potency, µM (highest dose often 77.5 µM), for the others: at the highest dose activity change, negative = displacement, usual class: inhibitors; 350,000 tested, 0.074% active; AID 485281; further: potency means the concentration at half of the fitted maximal effect; on the % scale 0 is the no-effect control and ±100 the full control effect; nearly all actives have a fitted effect of over 20% in size
# Target sequence (P02791 2-175 limits assumed): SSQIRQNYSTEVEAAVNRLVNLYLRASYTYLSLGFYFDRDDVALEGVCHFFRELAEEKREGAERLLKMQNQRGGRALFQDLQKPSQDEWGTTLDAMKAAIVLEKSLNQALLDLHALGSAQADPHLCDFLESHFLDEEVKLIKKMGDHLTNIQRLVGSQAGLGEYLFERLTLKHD
#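 Probe: 1-aminoanthracene (50% saturated, PBS). Protein: horse-spleen apoferritin, 10 uM. Incubation: 10 min, room temperature. Detection: 380 nm excitation, 535 nm emission. Analysis: normalized response, four-parameter Hill.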
# Pol kappa inh: inhibitors of human DNA polymerase kappa; Q9UBT6; purified Pol kappa, fluorescent DNA synthesis assay, 10 min; Potency, µM (highest dose often 107 µM), inactives show top-dose activity, negative = inhibition, usual class: inhibitors; 400,000 tested, 0.53% active; further: potency means the concentration at half of the fitted maximal effect; on the % scale 0 is the no-effect control and ±100 the full control effect
# Target sequence (Q9UBT6 whole entry, looked up): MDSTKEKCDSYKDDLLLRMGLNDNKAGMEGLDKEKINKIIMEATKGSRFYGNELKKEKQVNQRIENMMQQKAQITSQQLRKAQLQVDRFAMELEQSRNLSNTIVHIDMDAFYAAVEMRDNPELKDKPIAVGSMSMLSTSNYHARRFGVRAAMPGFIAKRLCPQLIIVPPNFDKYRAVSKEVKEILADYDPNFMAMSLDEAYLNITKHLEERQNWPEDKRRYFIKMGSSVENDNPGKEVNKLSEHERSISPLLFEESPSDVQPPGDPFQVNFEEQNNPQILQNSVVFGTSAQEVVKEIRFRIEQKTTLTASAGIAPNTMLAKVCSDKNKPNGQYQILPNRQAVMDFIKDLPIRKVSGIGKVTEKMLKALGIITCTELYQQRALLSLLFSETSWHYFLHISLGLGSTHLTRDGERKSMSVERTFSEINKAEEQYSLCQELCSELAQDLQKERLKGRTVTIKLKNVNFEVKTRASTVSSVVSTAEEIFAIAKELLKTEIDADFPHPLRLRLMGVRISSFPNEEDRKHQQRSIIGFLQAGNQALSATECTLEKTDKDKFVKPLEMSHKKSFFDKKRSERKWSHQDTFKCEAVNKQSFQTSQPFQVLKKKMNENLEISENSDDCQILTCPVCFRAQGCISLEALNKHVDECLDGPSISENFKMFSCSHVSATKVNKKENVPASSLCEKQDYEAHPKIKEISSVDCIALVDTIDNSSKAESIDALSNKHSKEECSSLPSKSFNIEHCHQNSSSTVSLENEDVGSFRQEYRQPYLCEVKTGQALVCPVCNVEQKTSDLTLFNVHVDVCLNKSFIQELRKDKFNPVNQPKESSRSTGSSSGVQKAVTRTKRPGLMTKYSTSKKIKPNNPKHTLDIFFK
#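 Kinetic fluorescence readout at 0 and 10 min followed reaction start with substrate at 50 nM final. Beforehand, enzyme (10 nM Pol kappa) stood 15 min with compound at room temperature; buffer-only wells were negative controls.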
# GRP78 ERSR act: induces the endoplasmic reticulum stress response in human glioma cells. U87-MG GRP78 promoter luciferase reporter, 16 h. Potency, µM, inactives show at the top dose activation, actives largely listed as activators. 420,000 tested, 0.02% active. AID 602332; further: potency means the concentration at half of the fitted maximal effect; series mostly up to about 76 µM; % of control where 0% means no effect; nearly all actives have a fitted effect of over 35% in size
#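 Stably transfected U87-MG human glioma cells carrying a GRP78-based luminescent sensor were seeded at 1000 cells/well, pin-dosed with compounds and incubated 16 h. Luciferase reagent was then added, and end-point luminescence was read after 10 min at room temperature.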
# POLI inh: blocks human DNA polymerase iota activity. 390,000 tested, 1% active. Potency, µM (top dose mostly 115 µM), inactives show at the top dose activity, negative = inhibition, most hits filed as inhibitors. Pol iota fluorescent replication assay, 10 min. Q9UNA4; further: potency means the concentration at half of the fitted maximal effect
#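 Fluorescent replication assay read twice, at 0 min and 10 min after adding 50 nM (final) substrate. Enzyme (10 nM) and compounds were first incubated 15 min at room temperature; enzyme-free buffer wells were negative controls.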
# BLM inh: inhibitors of human Bloom syndrome helicase BLM | P54132 | recombinant BLM DNA unwinding, fluorescence dequenching | Potency, µM (doses to about 56.1 µM), inactives show at the highest dose activity change, negative = inhibition, usual class: inhibitors | 350,000 tested, 0.2% active | AID 2528;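 further: potency means the concentration at half of the fitted maximal effect; plate controls were vehicle for no effect and no enzyme for full effect; nearly all actives have a fitted effect of over 35% in size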
# Pol beta inh: blocks human DNA polymerase beta activity; P06746; Potency, µM (titrated, usually from 114 µM), for the others: top-dose activity change, negative = inhibition, hits mostly inhibitors; Pol beta primer extension/strand displacement, fluorescence kinetic; AID 485314; 340,000 tested, 1.3% active; further: potency means the concentration at half of the fitted maximal effect; on the % scale 0 is the no-effect control and ±100 the full control effect
#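 Reaction started by 50 nM substrate onto compound-treated Pol beta (10 nM, 15 min preincubation, room temperature); plates read at 0 min and 10 min. Normalized concentration-effect data fitted by four-parameter Hill equation.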
# * marks the source's active call; other numbers are inactive results; ? = inconclusive; . = not tested or not shown; [ ] = remark or other dose. Unless noted, the call rests on the fitted dose curve; in most records, active means well fitted curve in the direction sought with a large enough effect; inconclusive means small, poorly fitted or top-dose-only effect, or another doubt; inactive means no such curve, though single readings can be large; an effect the other way counts as inactive or inconclusive. A portion of the library; rates above refer to the full screens.
# The line under a structure holds: APE1 inh	Pol eta inh	LDHA inh	Apoferritin bind	Pol kappa inh	GRP78 ERSR act	POLI inh	BLM inh	Pol beta inh
- CC1CCCC(NC(=O)C2c3ccccc3C(=O)N2Cc2cccs2)C1C (configuration not stated)
  2%	1%	-15	-15%	-7%	-2%	26%	-2%	2%
- O=S(=O)(Nc1ccccc1O)c1ccc(-c2ccccc2)cc1
  -3%	-27%	-2	-21%	-27%	2%	?	-7%	25%
- CC1(C)C(=O)Nc2ccccc2N1C(=O)COC(=O)CSc1ccc(Cl)cc1
  10%	-8%	-8	.	-25%	-2%	?	.	.
- CCCCOC(=O)/C=C/c1ccc(OC(=O)OC)c(OC(=O)OC)c1
  -1%	-13%	12	-6%	0%	12%	-12%	4%	3%
- Cc1ccc(-c2c3c(=O)n(C)c(=O)n(C)c3cn2N2CCOCC2)cc1
  0%	-11%	1	4%	-11%	-4%	2%	-3%	-27%
- Cc1ccc(NC(=O)c2sc3nc(-c4ccncc4)ccc3c2N)cc1
  .	-5%	-2	64%[activator]	-19%	1%	24%	-3%	-18%
- CCC(CO)NCc1ccc2c(c1)n(C)c(=O)n2C (configuration not stated)
  -3%	3%	-8	-8%	-12%	-5%	6%	3%	2%
- CC1CCN(S(=O)(=O)N2CCC(C(=O)NCc3cccs3)CC2)CC1
  -3%	-12%	-2	-7%	-1%	-3%	20%	-14%	71%
- C/C=C/C(=O)Nc1nnc(-c2ccccc2C)s1
  4%	-6%	-3	-7%	0%	-2%	7%	-1%	2%
- COc1ccc(-c2cc(C(F)(F)F)n3nc(C(=O)N4CCOCC4)nc3n2)cc1
  2%	-24%	3	2%	-5%	-3%	3%	1%	4%
- C=CCOc1ccccc1C1C2=C(CC(C)(C)CC2=O)Nc2c1c(=O)n(C)c(=O)n2C (configuration not stated)
  -2%	-11%	-1	82%[activator]	-3%	-5%	36%[activator]	0%	0%
- CCCCN(C(=O)c1cc(S(=O)(=O)N2CCCCC2)ccc1Cl)c1c(N)n(CCC)c(=O)[nH]c1=O
  .	-20%	-2	.	1%	-3%	-13%	.	.
- CCOC(=O)c1c(NC(=O)CSc2cn(CCNC(=O)c3ccccc3OC)c3ccccc23)sc2c1CCC2
  .	-8%	1	6%	0%	-1%	22%	0%	-1%
- CCS(=O)(=O)c1nc(S(=O)(=O)c2ccc(C)cc2)c(N2CCN(CCO)CC2)s1
  -13%	-6%	-4	-5%	-2%	-8%	5%	0%	21%
- C[N+]1(C)CC2([N+](=O)[O-])CC=C(Oc3ccccc3)C([N+](=O)[O-])(C2)C1 (configuration not stated)
  0%	-13%	-6	1%	-9%	-4%	140%[activator]	1%	6%

# New compounds follow:
# The line under a structure holds: APE1 inh	Pol eta inh	LDHA inh	Apoferritin bind	Pol kappa inh	GRP78 ERSR act	POLI inh	BLM inh	Pol beta inh
- Cn1c(=O)c2c(nc(SCCN3CCCCC3)n2C)n(C)c1=O
  -6%	-17%	-8	-1%	-6%	0%	63%[activator]	5%	33%
- COc1ccc([C@]23Cc4ccccc4C(O2)c2c(cc(-c4ccccc4)oc2=O)O3)cc1
  -20%[12.4 µM]	.	.	-8%[15.3 µM]	.	.	.	-14%[12.4 µM]	0%[22.9 µM]
- Cn1nnnc1SCC(=O)c1ccc(Br)s1
  3%	-6%	-3	?	-14%	-2%	-2%	-4%	34%
- O=C(NCc1ccc(Cl)cc1)c1n[nH]c([N+](=O)[O-])c1Cl
  5%	-15%	-5	?	1%	8%	-9%	3%	4%
- COc1ccc(CC(=O)OCc2cc(=O)n3cc(Br)ccc3n2)cc1OC
  0%	-21%	-3	-14%	-8%	-2%	9%	-3%	-26%
- Cc1ccc(C)c(N2CCN(C3(c4ccccc4)C(=O)c4ccccc4C3=O)CC2)c1
  .	-16%	-16	0%	-4%	-7%	-15%	-6%	11%
- CCn1c(CSc2nc3ccccc3s2)nnc1SCC(=O)c1ccc(O)cc1O
  0%	-7%	-1	-10%	-5%	1%	-7%	1%	-1%
- CCc1ccc(/C=C(\Cl)c2nc3cc(Cl)ccc3c(=O)[nH]2)cc1
  0%	-8%	-2	-3%	-4%	-3%	23%	-4%	-16%
- CC(C)Cn1c(N)c(/C=N/NC(=O)c2ccc(Cl)cc2)c(=O)n(C)c1=O
  42%	-9%	-6	18%	-15%	6%	139%[activator]	-15%	-9%
- CNc1ccc(/C=C(\C#N)c2ccccn2)cc1[N+](=O)[O-]
  -5%	-18%	-4	1%	1%	3%	168%[activator]	-11%	2%
- CC1CCN(c2ccc3nnc(CCC(=O)Nc4ccc(F)cc4)n3n2)CC1
  37%	-3%	3	-19%	5%	4%	15%	-1%	7%
- COC(=O)c1ccc([C@@H]2C[C@H]3CN(Cc4cccnc4)C(=O)[C@]34CCCN24)cc1
  5%	-1%	-7	-6%	2%	-2%	5%	-3%	?
- Cc1cccc2nc(-c3ccco3)oc(=O)c12
  -8%	-6%	-7	9%	-11%	-1%	41%[activator]	-4%	0%
- CCOc1cc(CNc2ccc(N3CCCCC3)cc2)cc(Br)c1OCC(=O)NC(C)(C)C
  -1%	-18%	14	?	-13%	-4%	10%	-9%	1%
- CCN(CC)c1ccc2c(c1)oc(=O)c1c(Cl)cc(=O)oc12
  -4%	14µM*	1	-15%	?	-15%	14µM*	-19%	-15%

# Later entries.
# The line under a structure holds: APE1 inh	Pol eta inh	LDHA inh	Apoferritin bind	Pol kappa inh	GRP78 ERSR act	POLI inh	BLM inh	Pol beta inh
- CCc1nnc(NC(=O)CSc2nc3cccnc3n2C2CCCCC2)s1
  -6%	-7%	-8	-18%	-7%	-9%	-7%	-5%	-1%
- CCc1ccc(NC(=O)CSc2nc3c([nH]c4ccccc43)c(=O)n2C)cc1
  .	-10%	-2	-13%	-6%[60.1 µM]	1%	26%	0%	1%
- COCCCNC(=O)Cn1nnc(-c2ccccc2NC(=O)c2ccccc2F)n1
  -5%	6%	-5	-9%	-1%	0%	24%	-1%	9%
- Cc1cc[n+](-c2[nH]c(=O)sc2/C=N/N=C(\[O-])c2ccncc2)cc1
  7%	79µM*	2	-6%	?	-2%	40µM*	-10%	?
- O=C1CSC(c2cn(-c3ccccc3)nc2-c2cccs2)N1Cc1ccccc1 (configuration not stated)
  3%	.	.	-8%	.	.	.	-2%	40%
- N#CCC(CNc1ncc(C(F)(F)F)cc1Cl)OC(=O)c1cccc([N+](=O)[O-])c1 (configuration not stated)
  -3%	?	0	-12%	-13%	-2%	-24%	-9%	1%
- Cc1cccc(NCCC#N)c1
  -12%	-15%	-2	3%	-1%	-1%	16%	5%	20%
- CC(C)(C)NC(=O)/C(=C\c1ccc(Br)cc1)NC(=O)c1cccs1
  17%	-15%	-4	-23%	1%	-5%	2%	-1%	39%
- Cc1ccc2c(CC(=O)NCC(=O)Nc3c(C)cccc3C)coc2c1
  9%	?	-9	.	-26%	-3%	?	.	.
- CCOc1ccc(Nc2nnc(SCc3nc4ccccc4c(=O)[nH]3)s2)cc1
  4%	-2%	-2	3%	6%	2%	56%[activator]	-2%	-26%
- CCCNC(=O)CN1C(=O)c2ccccc2Sc2ncccc21
  27%	-14%	-4	36%[activator]	-5%	-3%	115%[activator]	-3%	19%
- COc1c(C)cc(C(=O)C2CCCN(C(=O)C3=C(C)OCCO3)C2)cc1C (configuration not stated)
  -3%	-8%	0	-7%	1%	-1%	46%[activator]	3%	-5%
- CCCc1nc2sc3c(=O)[nH]cnc3c2c2c1CCCC2
  0%	.	.	-9%	.	.	.	-2%	0%
- O=C(O)C(=O)Nc1nc(-c2ccc3c(c2)OCCO3)cs1
  7%	-8%	-11	-10%	-2%	6%	-5%	0%	31%
- CCOC(=O)C1=C(C)Nc2ccccc2N=C1NC(=O)C1CCN(C(=O)c2ccccc2C)CC1
  8%	-16%	-4	.	-8%	-1%	-7%	.	.

# Later entries
# The line under a structure holds: APE1 inh	Pol eta inh	LDHA inh	Apoferritin bind	Pol kappa inh	GRP78 ERSR act	POLI inh	BLM inh	Pol beta inh
- COc1ccc(NC(=S)NCc2cccnc2)cc1
  6%	-1%	-6	-1%	-4%	-6%	5%	2%	20%
- C[C@]12CCC3c4ccc(O)cc4CCC3C1CC/C2=N\N (some centres not stated)
  .	-1%	-3	.	9%	-1%	47%[activator]	.	.
- COc1ccccc1/C=C/C(=O)OCC(=O)NC(=O)NC1CCCC1
  -9%	-9%	-5	.	-8%	-2%	?	.	.
- Cc1csc(SCC(=O)Nc2cc(S(=O)(=O)N(C)C)ccc2C)n1
  -16%	-7%	0	.	-3%	-5%	38%[activator]	.	.
- Cc1ccc(S(=O)(=O)CCc2nc3ccccc3[nH]2)cc1C
  -5%	-17%	-2	-7%	-9%	-1%	60%[activator]	2%	-1%

# Entries of single compounds, looked up by structure.
# C[C@]12CCC3c4ccc(O)cc4CCC3C1CC/C2=N\N (some centres not stated) in the list: APE1 inh = .; Pol eta inh = -1%; LDHA inh = -3; Apoferritin bind = .; Pol kappa inh = 9%; GRP78 ERSR act = -1%; POLI inh = 47%[activator]; BLM inh = .; Pol beta inh = .
# Cc1ccc2c(CC(=O)NCC(=O)Nc3c(C)cccc3C)coc2c1 in the list: APE1 inh = 9%; Pol eta inh = ?; LDHA inh = -9; Apoferritin bind = .; Pol kappa inh = -26%; GRP78 ERSR act = -3%; POLI inh = ?; BLM inh = .; Pol beta inh = .
# CC1(C)C(=O)Nc2ccccc2N1C(=O)COC(=O)CSc1ccc(Cl)cc1 in the list: APE1 inh = 10%; Pol eta inh = -8%; LDHA inh = -8; Apoferritin bind = .; Pol kappa inh = -25%; GRP78 ERSR act = -2%; POLI inh = ?; BLM inh = .; Pol beta inh = .
